Screening data: PubChem, several laboratories
IL1B NFkB pot: enhances IL-1B driven NFkB nuclear translocation. HUVEC IL-1B NFkB p65 nuclear translocation imaging. activation, % at 2 µM. actives 0.3% (n = 94,000);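 active = activation above 40%, about the mean plus 3 SD, also judged a hit on visual image review; inconclusive = activation above 40% but not a hit on visual review; inactive = activation not above 40% and no visual hit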;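 also: percent activation is computed from the nuclear over cytoplasmic p65 intensity ratio; values of inactives mirror those of a sister screen read the other way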
NFkB transloc inh: blocks IL-1B driven NFkB nuclear translocation in HUVEC cells; HUVEC IL-1B NFkB p65 nuclear translocation imaging; inhibition, % at 2 µM; actives 0.43% (n = 94,000); AID 796;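 active = inhibition above about 30% together with a positive call from visual inspection of the well image, limit read from the data; inconclusive = inhibition above a set limit but visual check negative; inactive = inhibition not above a set limit, visual check negative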;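 also: nuclear over cytoplasmic p65 intensity ratio measured by imaging; 0% = IL-1B stimulated DMSO wells and 100% = unstimulated DMSO wells; values of inactives mirror those of a sister screen read the other way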
PLAP inhibitors HTS: PLAP enzyme inhibitors, biochemical, luminescence, HTS (AID 690) | actives 0.08% (n = 96,000) | purified PLAP, luminescent substrate; higher % means a stronger effect | one-dose inhibition, % at 20 µM; IC50 in µM for titrated hits; in the data active = a potency from the dose series; inactive = the rest, 99 in 100 with inhibition below about 30%; also: strong numbers were not always called active
Bcl-B TR3 displacers: displacers of TR3 peptide from Bcl-B, primary screen, selectivity assay for Bfl-1 inhibitor project, biochemical, fluorescence polarization; FP displacement of FITC-TR3 peptide from Bcl-B; higher % means a stronger effect; displacement, % at 20 µM; hits with a dose series show IC50 in µM; actives 0.11% (n = 96,000);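 active = displacement above 50% at 20 µM plus a fluorescence interference ratio under 1.5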;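 also: plate controls were wells without compound for no effect and wells lacking Bcl-B protein for full effect; a part of the inactive calls stands beside numbers as strong as those of hits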
MRP reversal: compounds reversing MRP-mediated drug resistance | H69AR cells + 2 uM doxorubicin, CellTiter-Glo, 72 h | differential viability (reversal), % at 10 µM | actives 0.04% (n = 85,000);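 active = viability drop by adding the cancer drug above about 55%, with treated viability meeting a 40% cutoff, limit read from the data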;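 also: viability without doxorubicin minus viability with 2 µM doxorubicin for each compound; larger differential means the compound sensitizes cells more to doxorubicin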
MRP reversal cytotoxicity: further read-out of MRP reversal, marked with its call; viability, %; H69AR cells, CellTiter-Glo, 72 h; measured here: cytotoxicity without doxorubicin
MRP reversal with doxorubicin: also measured in MRP reversal; calls as there; viability, %; measured here: viability with 2 uM doxorubicin; active compounds read low
NFkB transloc inh cell count 2 µM: recorded beside NFkB transloc inh, whose call it bears; cell count; measured here: cells passing quality filter;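 raw number of nuclei counted in each imaged well without normalization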
IL1B NFkB pot cell count 2 µM: second read-out of IL1B NFkB pot, no call of its own (marks repeat the call); cell count; measured here: cells passing quality filter
* = called active by the depositor; ? = inconclusive; / = no result given. This is a subset; count on the stated rates, not on these rows.

SMILES	IL1B NFkB pot	IL1B NFkB pot cell count 2 µM	NFkB transloc inh	NFkB transloc inh cell count 2 µM	PLAP inhibitors HTS	Bcl-B TR3 displacers	MRP reversal	MRP reversal cytotoxicity	MRP reversal with doxorubicin
CCOC(=O)c1sc(NC(=O)c2ccc(S(=O)(=O)N(CC)CC)cc2)nc1C	9	161	-9	161	-12%	-10%	/	/	/
CCOC(CNC(=O)c1cc(C)nn1-c1ccccc1)OCC	-11	60	11	60	11%	-3%	23	114	91
O=C(Nc1cccc(-c2nnc(-c3ccccc3)o2)c1)C1CCCCC1	2	150	-2	150	/	/	-27	19	46
N#Cc1cc2c(nc1SCC(O)CS(=O)(=O)Cc1ccc(Cl)cc1)CCCC2 (configuration not stated)	23	187	-23	187	-42%	6%	0	60	60
CCOC(=O)CNc1c(N2CCN(c3ccccn3)CC2)c(=O)c1=O	22	188	-22	188	-7%	-3%	13	96	83
CC(=O)Nc1ccc(C(=O)Nc2ccc3c(c2)OCO3)cc1	-4	144	4	144	9%	11%	-7	94	101
c1ccc(COc2ccccc2CNCc2cccnc2)cc1	12	175	-12	175	4%	1%	/	/	/
CC(=O)c1ccc(Oc2cc(C)nc(NCc3ccccc3)n2)cc1	-6	151	6	151	-4%	9%	9	91	82
O=C(O)CSc1nnc(Cn2nnc3ccccc32)n1CCc1ccccc1	27	186	-27	186	-17%	9%	8	96	88
CC(C)OC(=O)c1ccc(NC(=O)Cn2c(-c3nonc3N)nc3ccccc32)cc1	0	114	0	114	/	/	3	55	52
CCCCNC(=S)NNC(=O)c1csc2ccccc12	-1	178	1	178	-3%	-12%	/	/	/
O=C(c1cnn(-c2ccccc2)c1)c1ccc2ccccc2c1O	-3	148	3	148	13%	6%	/	/	/
COc1cc(S(=O)(=O)N2CCCCC2)ccc1NC(C)=O	2	57	-2	57	24%	-3%	9	93	84
O=C(Cc1ccccc1)NNC(=O)c1cccs1	13	110	-13	110	-3%	-7%	/	/	/
COC(=O)c1nc2nc(C)cc(=O)n2[nH]1	-4	149	4	149	-9%	10%	/	/	/
COc1ccc(Cn2c(CCC(=O)N3CCN(c4ccccn4)CC3)nc3ncccc3c2=O)cc1	23	122	-23	122	-63%	3%	11	87	76
O=c1[nH]c2ccccc2c(=O)n1Cc1ccco1	6	176	-6	176	8%	1%	8	90	82
CC(C)CNc1cc(=O)n(C)c(=O)n1C	-4	141	4	141	23%	-6%	5	99	94
COc1cc(C(=O)Nc2cccc(-c3nc4ccccc4o3)c2C)cc(OC)c1OC	9	87	-9	87	10%	-4%	7	76	69
O=C(NC(Cc1ccccc1)c1nc2ccccc2[nH]1)C1CC(=O)N(c2ccc3c(c2)OCCO3)C1 (configuration not stated)	4	162	-4	162	-82%	0%	-41	54	96
CS(=O)(=O)Nc1ccc(S(=O)(=O)Nc2nccs2)cc1	22	159	-22	159	9%	3%	-8	100	108
Cc1ccc2c(c1)C(C)(C)[C@]1(C)NC(=O)CCN21	16	170	-16	170	8%	-1%	9	96	88
O=C(c1ccccc1)c1ccc2nc[nH]c2c1	6	117	-6	117	-98%	0%	-1	94	95
O=C1c2cccnc2C(O)N1C1CCCCC1 (configuration not stated)	/	/	/	/	6%	-1%	/	/	/
COc1ccc(OC)c(N(CC(=O)Nc2ccc3c(c2)OCCO3)S(C)(=O)=O)c1	/	/	/	/	-61%	-13%	2	85	83

Single records, from the list above. Values in the order: IL1B NFkB pot, IL1B NFkB pot cell count 2 µM, NFkB transloc inh, NFkB transloc inh cell count 2 µM, PLAP inhibitors HTS, Bcl-B TR3 displacers, MRP reversal, MRP reversal cytotoxicity, MRP reversal with doxorubicin
COc1cc(S(=O)(=O)N2CCCCC2)ccc1NC(C)=O is entered as 2, 57, -2, 57, 24%, -3%, 9, 93, 84
c1ccc(COc2ccccc2CNCc2cccnc2)cc1 is entered as 12, 175, -12, 175, 4%, 1%, /, /, /
CC(C)CNc1cc(=O)n(C)c(=O)n1C is entered as -4, 141, 4, 141, 23%, -6%, 5, 99, 94

Other results follow.
SMILES	IL1B NFkB pot	IL1B NFkB pot cell count 2 µM	NFkB transloc inh	NFkB transloc inh cell count 2 µM	PLAP inhibitors HTS	Bcl-B TR3 displacers	MRP reversal	MRP reversal cytotoxicity	MRP reversal with doxorubicin
COCCNC(=O)c1onc(CCl)c1C(=O)OC	3	164	-3	164	-30%	2%	/	/	/
COc1cc(/C=C(/C#N)c2nc3ccccc3[nH]2)ccc1OCC(=O)Nc1ccccc1C	9	135	-9	135	-15%	17%	/	/	/
COc1ccccc1NC(=O)C(NC(=O)OC(C)(C)C)C(C)OCc1ccccc1 (configuration not stated)	-2	148	2	148	-35%	6%	/	/	/
COc1ccc(Cl)c(NCCC(=O)O)c1	-5	118	5	118	/	/	-8	91	99
O=C(O)c1ccc(Br)c(S(=O)(=O)N2CCCC2)c1	-3	124	3	124	1%	3%	6	94	87
COc1cc(CN2CCN(c3cccc(C)c3C)CC2)cc(OC)c1O	/	/	/	/	-57%	-8%	1	90	89
CC1(C)Cc2ccccc2C(N)=C1C#N	13	72	-13	72	2%	-7%	13	95	82
COc1ccc2nc3oc(C(=O)NC4CCN(Cc5ccccc5)CC4)cc3cc2c1	-15	132	15	132	/	/	2	75	73
CCc1nnc(NC(=O)CSc2nnc(Cc3ccccc3)n2-c2ccc(OC)cc2)s1	-5	117	5	117	/	/	13	90	77
CCN(CC)C(=O)C1CCCN(C(=O)Nc2ccc3nsnc3c2)C1 (configuration not stated)	10	138	-10	138	-38%	6%	/	/	/
O=C(CCCn1c(=S)[nH]c2ccccc2c1=O)N1CCOCC1	-16	104	16	104	0%	-2%	-3	101	105
N#Cc1nc(-c2ccccc2F)oc1N1CCCC1	?	/	-40	83	15%	-4%	21	109	88
O=C(COc1ccc2c3c(c(=O)oc2c1)CCC3)NC1CCCCC1	/	/	/	/	8%	-8%	20	99	79
COc1cc2c3c(c1)C1(C(=O)N3C(C)(C)C=C2C)C(C#N)=C(N)Oc2cc(O)ccc21 (configuration not stated)	23	156	-23	156	-44%	-3%	-14	65	79
CCc1ccccc1-n1c(SCC(=O)N2CCCC2)nnc1-c1ccccn1	7	170	-7	170	-33%	-4%	4	101	97
COc1ccc2[nH]c(C(=O)O)c(CCNC(C)=O)c2c1	-6	80	6	80	6%	0%	-4	89	93
Cc1ccc(/C=N\Nc2cn[nH]c(=O)c2Cl)cc1	-8	143	8	143	6%	4%	12	95	83
c1ccc(-n2c(Sc3cnccn3)nnc2-c2cccs2)cc1	9	177	-9	177	12%	-9%	10	80	70
CCOC(=O)CSc1nnc(CSc2nc3ccccc3s2)n1C	16	176	-16	176	-3%	10%	-10	91	100
COC(=O)C1=CN(C)C=C(C(=O)OC)C1c1ccc(Cl)cc1Cl	11	151	-12	151	8%	-4%	0	87	87
CCOC(=O)c1c(N)n[nH]c1-c1ccc(OC)cc1	-6	158	6	158	-33%	-3%	5	101	96
CCCCN(Cc1ccco1)C(=O)c1cc2c(=O)[nH]c3ccc(C)cc3c2s1	4	199	-4	199	-49%	-5%	-15	28	43
COc1ccc(-n2nnnc2-c2cn(C)nc2C(F)(F)F)cc1	/	/	/	/	14%	-1%	/	/	/
COc1cccc(N2C(=O)C3CCCN3C2c2ccc(Cl)cc2)c1 (configuration not stated)	-19	169	18	169	-58%	-48%	15	93	78
O=C(COc1ccc(Cl)cc1)OCC(=O)N1CCCC1	/	/	/	/	14%	3%	-13	87	100

Taken from above.
MRP reversal with doxorubicin result of O=C(COc1ccc(Cl)cc1)OCC(=O)N1CCCC1 = 100
NFkB transloc inh cell count 2 µM result of CCOC(=O)CNc1c(N2CCN(c3ccccn3)CC2)c(=O)c1=O = 188
PLAP inhibitors HTS result of COc1ccc(-n2nnnc2-c2cn(C)nc2C(F)(F)F)cc1 = 14%
PLAP inhibitors HTS result of CCN(CC)C(=O)C1CCCN(C(=O)Nc2ccc3nsnc3c2)C1 (configuration not stated) = -38%
IL1B NFkB pot result of O=C(c1cnn(-c2ccccc2)c1)c1ccc2ccccc2c1O = -3

6 entries from above, set out differently.
Results follow in this order: IL1B NFkB pot | IL1B NFkB pot cell count 2 µM | NFkB transloc inh | NFkB transloc inh cell count 2 µM | PLAP inhibitors HTS | Bcl-B TR3 displacers | MRP reversal | MRP reversal cytotoxicity | MRP reversal with doxorubicin
- c1ccc(-n2c(Sc3cnccn3)nnc2-c2cccs2)cc1
  9 | 177 | -9 | 177 | 12% | -9% | 10 | 80 | 70
- CCc1nnc(NC(=O)CSc2nnc(Cc3ccccc3)n2-c2ccc(OC)cc2)s1
  -5 | 117 | 5 | 117 | / | / | 13 | 90 | 77
- COc1ccccc1NC(=O)C(NC(=O)OC(C)(C)C)C(C)OCc1ccccc1 (configuration not stated)
  -2 | 148 | 2 | 148 | -35% | 6% | / | / | /
- COc1ccc2[nH]c(C(=O)O)c(CCNC(C)=O)c2c1
  -6 | 80 | 6 | 80 | 6% | 0% | -4 | 89 | 93
- CCOC(=O)c1c(N)n[nH]c1-c1ccc(OC)cc1
  -6 | 158 | 6 | 158 | -33% | -3% | 5 | 101 | 96
- O=C(O)c1ccc(Br)c(S(=O)(=O)N2CCCC2)c1
  -3 | 124 | 3 | 124 | 1% | 3% | 6 | 94 | 87

(continued)
SMILES	IL1B NFkB pot	IL1B NFkB pot cell count 2 µM	NFkB transloc inh	NFkB transloc inh cell count 2 µM	PLAP inhibitors HTS	Bcl-B TR3 displacers	MRP reversal	MRP reversal cytotoxicity	MRP reversal with doxorubicin
CN(C)S(=O)(=O)c1ccc(C(=O)N(c2ccccn2)c2ccccn2)cc1	4	131	-4	131	-1%	-4%	-6	84	90
CC(C)(C)c1ccc(C(=O)N2CCN(c3nc4ccccc4o3)CC2)cc1	7	52	-7	52	5%	-10%	/	/	/
COc1ccc(NC(=O)CSc2nc3c(c(=O)n2-c2ccc(F)cc2)SCC3)cc1	13	72	-13	72	-11%	-4%	-1	88	89
O=C(NC1CCCC1)C1CCC(=O)N1CCc1ccccc1 (configuration not stated)	8	186	-8	186	1%	-1%	5	98	93
COc1ccc2nc(NC(=O)CSc3nc4cccnc4n3C)sc2c1	0	176	0	176	1%	-5%	-19	73	92
COc1ccc(S(=O)(=O)N(C)CC(=O)Nc2ccc3c(c2)OCCO3)cc1OC	17	110	-17	110	7%	-9%	-5	76	81
Cc1ccc(O)c(-c2cc(C(F)(F)C(F)F)[nH]n2)c1	-15	94	16	94	-98%	-8%	-5	42	47
COc1ccc(C(=O)Oc2c(CN3CCOCC3)cc(Cl)c3cccnc23)cc1	4	90	-4	90	-97%	-10%	2	2	1
COc1ccc(-n2cnc3c(cnn3CCC#N)c2=N)cc1	-7	207	7	207	-7%	10%	17	106	89
CCOc1cc2[nH]c(=O)n(CCC(=O)NCc3ccc(OC)cc3)c(=O)c2cc1OCC	-2	177	2	177	12%	1%	8	97	89
CCc1ccc(C2CC(c3ccc(Cl)cc3)=NNC2=O)cc1 (configuration not stated)	4	72	1	130	18%	12%	12	103	91
CCOc1ccc(S(=O)(=O)NCCSc2ccccc2)cc1	0	165	0	165	60%	-14%	8	105	98
Cc1c(NC(=O)Nc2ccc(Cl)c(Cl)c2)c(=O)n(-c2ccccc2)n1C	/	/	/	/	2%	-2%	-3	102	105
O=C1c2ccccc2NC(c2ccc(F)cc2)N1Cc1ccco1 (configuration not stated)	5	171	-5	171	-7%	11%	-13	79	91
C/C(NC(=O)c1ccccc1)=C1/C(=O)CC2C1C2(C)C (configuration not stated)	-3	60	3	60	18%	5%	10	95	85
COc1ccc(-n2nc(C(=O)Nc3ccc4c(c3)OCO4)c3c4ccccc4n(C)c3c2=O)cc1	2	84	-2	84	13%	2%	7	85	78
CN1C=CC=C/C1=C(\C#N)c1nc2ccccc2[nH]1	8	200	-8	200	30%	-9%	4	97	92
Cc1cc(NC(=O)CSc2nnc(Cc3ccccc3)n2C)no1	7	106	-7	106	/	/	12	90	78
Cc1cc(NC(=O)CSc2nnc(-c3ccncc3)n2N)ccc1Br	-8	59	8	59	14%	-7%	7	80	73
